Source: PubChem
WT yeast gro inh: growth inhibition of WT yeast, mitochondrial fusion screen | 190,000 compounds, 2.1% hits | mitochondrial fusion phenotypic screen, WT strain | inhibition, % at 10 µM; in the data active = inhibition above about 58%; tested in S. cerevisiae
HIV fusion peptide: cell-free HIV fusion peptide-binding blockers – biochemical, uHTS, fluorescence dequenching, primary screen (AID 1986) | cell-free peptide binding, fluorescence dequenching, 30 min; higher % means a stronger effect | inhibition, % at 20 µM; hits with a dose series show IC50 in µM | 290,000 compounds, 0.3% hits; in the data active = inhibition mostly above about 52%, no sharp cut-off; inactive = mostly below about 76%; also: some results filed as inactive read as strong as hits
bCat nuc transl: beta-catenin nuclear translocation modulation | 190,000 compounds, 0.3% hits | HeLa beta-catenin nuclear translocation, immunofluorescence imaging | AID 1665 | nuclear translocation activity, % at 5 µM;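 active = nuclear translocation activity above 50% at 5 µM, with a well cell count of 50 or more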;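 also: per-cell ratio of nuclear to cytoplasmic median beta-catenin stain intensity; plate controls were DMSO negative control for no effect and GSK-3 inhibitor IX positive control for full effect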
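Test system: human HeLa cells, native beta-catenin. Compound dosing: 5 µM primary single dose, 0.1% DMSO, 0.02–20 µM confirmation series. Incubation: compound exposure 24 h at 37°C. Detection: beta-catenin immunostaining with DAPI counterstain, 20x imaging, 6 fields/well. Read-out basis: Nuclear/cytoplasmic beta-catenin signal ratio, % activation.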
Dynein transport: blocks dynein driven cargo transport along microtubules. 3617.4 mouse cells, GR-EGFP nuclear translocation imaging; test concentration mostly 20 µM; stimulated with dexamethasone, 1 µM; stronger effect = lower value. z-score, hits read low. 220,000 compounds, 0.47% hits;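 active = plate z-score of nuclear minus cytoplasmic receptor signal below a set negative limit, without overly bright fluorescence or cell loss, cut at about -3.5 in these data, passing the limit was not always enough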;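 also: z-score of nuclear minus cytoplasmic ring GR-EGFP intensity difference per well; some compounds called inactive have numbers as strong as hits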
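Buffer or medium: tet-free, stripped-serum medium; Also added: dexamethasone, 1.0 µM final; Technique: high-content fluorescence imaging after fixation; Times: 48 h induction, 1 h compound, 30 min dex at 37 °C; Read-out: per-cell GR-EGFP intensity, nucleus versus surrounding cytoplasmic ring, well-averaged.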
MT stabilize HCS: stabilizes microtubules in HeLa cells | HeLa tubulin immunostaining HCS, 24 h; share of cells brighter than vehicle mean+2SD | % tubulin-high responders, % at 10 µM | 200,000 compounds, 0.83% hits | AID 2205;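 active = plate Z-score above 3 for both tubulin-high and condensed-nucleus cell shares, with cell loss under 80%, at 10 µM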;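 also: anti alpha tubulin signal scored within the nucleus-defined area of each cell; some results filed as inactive read as strong as hits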
Autophagy mod: modulators of autophagy; calls only at 10 µM (by protocol); MEF GFP-LC3 puncta imaging; test concentration mostly 10 µM; AID 463193; 190,000 compounds, 0.98% hits;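 active = percentage of spot-positive cells more than 3 SD above its plate mean, without a fluorescence outlier flag or 80% toxicity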;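 also: spot-positive cell cutoff set from DMSO-treated cells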
Yfh1-off respiration: enhancers of respiration in Yfh1-depleted yeast, dose response, Friedreich's ataxia, plus single-dose screen (AID 1465); S. cerevisiae Yfh1-off respiration, WST-1 reduction, 72 h; higher fold induction means a stronger effect; 220,000 compounds, 0.074% hits; fold induction at 50 µM; hits with a dose series show EC50 in µM;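 active = fold induction of absorbance versus untreated yeast above a set limit, then at least 30% activation at any dose in follow-up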;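 also: activators that raise dye reduction in frataxin-depleted yeast; strong numbers were not always called active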
AID2073: inhibitors of Mint1-CaV2.2 protein interaction, biochemical, HTRF (AID 2073); HTRF protein-protein interaction, Mint1-CaV2.2; higher % means a stronger effect; one-dose inhibition, % at 20 µM; IC50 in µM for titrated hits; 290,000 compounds, 0.19% hits; in the data active = inhibition mostly above about 51%, no sharp cut-off; also: some results filed as inactive read as strong as hits
Ins promoter up: MIN6 insulin promoter up-regulation; MIN6 insulin promoter-GFP reporter, high-content imaging; stronger effect = higher value; z-score at 5 µM; 190,000 compounds, 0.3% hits;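 active = z-score above 3 at 5 µM with at least 500 cells counted in the well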
WT yeast gro inh mutant strain: recorded beside WT yeast gro inh, whose call it bears; inhibition, %; mitochondrial fusion phenotypic screen, mutant strain inhibition
Dynein transport cytoplasmic EGFP: recorded beside Dynein transport, whose call it bears; z-score; measured here: cytoplasmic GR-EGFP intensity; stronger effect = higher value
Dynein transport nuclear GR-EGFP: recorded beside Dynein transport, whose call it bears; z-score; measured here: nuclear GR-EGFP intensity;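 lower value marks the stronger effect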
Dynein transport cell count: second read-out of Dynein transport, no call of its own (marks repeat the call); z-score; measured here: cell count per field
Ins promoter up cell count: second read-out of Ins promoter up, no call of its own (marks repeat the call); cell count; measured here: cytotoxicity, nuclei count;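 total cells summed across four imaged fields per well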
bCat nuc transl cell count 5 µM: second read-out of bCat nuc transl, no call of its own (marks repeat the call); cell count; measured here: cell count, cytotoxicity flag
MT stabilize HCS Hoechst-high %: further read-out of MT stabilize HCS, marked with its call; % Hoechst-high responders; measured here: nuclear condensation Hoechst responders;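 share of cells brighter than vehicle mean plus two SD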
MT stabilize HCS cytotoxicity %: recorded beside MT stabilize HCS, whose call it bears; toxicity, %; measured here: cytotoxicity by cell density;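 0% = mean cell density of plate MIN control wells and 100% = no cells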
Autophagy mod cell loss 18 h: second read-out of Autophagy mod, no call of its own (marks repeat the call); toxicity, %; measured here: cell loss, nuclei count;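 cell loss after 18 h compound exposure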
The depositor's hits bear a star.

What do the screens show for `O=c1oc2cc(Oc3ccc(C(F)(F)F)cc3[N+](=O)[O-])ccc2c2c1CCCC2`?
WT yeast gro inh: -6; HIV fusion peptide: -0.8%; bCat nuc transl: -2.9; Dynein transport: 0.42; MT stabilize HCS: 4.3; Autophagy mod: inactive; Yfh1-off respiration: inactive; AID2073: 21%; WT yeast gro inh mutant strain: -8; Dynein transport cytoplasmic EGFP: -0.17; Dynein transport nuclear GR-EGFP: 0.55; Dynein transport cell count: 0.53; bCat nuc transl cell count 5 µM: 1310; MT stabilize HCS Hoechst-high %: 2.4; MT stabilize HCS cytotoxicity %: 2.6; Autophagy mod cell loss 18 h: 14

Results for COc1cc(/C=C(\C#N)C(=O)NCc2cccs2)ccc1O ?
WT yeast gro inh: 10; HIV fusion peptide: 1.6%; bCat nuc transl: 2.2; Dynein transport: -0.78; MT stabilize HCS: 7.2; Autophagy mod: inactive; Yfh1-off respiration: inactive; AID2073: -10%; Ins promoter up: -0.02; WT yeast gro inh mutant strain: 0; Dynein transport cytoplasmic EGFP: -0.27; Dynein transport nuclear GR-EGFP: -0.76; Dynein transport cell count: 0.61; Ins promoter up cell count: 2055; bCat nuc transl cell count 5 µM: 953; MT stabilize HCS Hoechst-high %: 1.1; MT stabilize HCS cytotoxicity %: 1.2; Autophagy mod cell loss 18 h: 3

What do the screens show for `COc1cccc(NC(=O)c2oc3ccccc3c2NC(=O)c2ccc3c(c2)OCO3)c1`?
WT yeast gro inh: 10; HIV fusion peptide: 0.7%; bCat nuc transl: 0.2; Dynein transport: -0.33; MT stabilize HCS: 2.8; Autophagy mod: inactive; Yfh1-off respiration: inactive; AID2073: 5%; Ins promoter up: -1.3; WT yeast gro inh mutant strain: -4; Dynein transport cytoplasmic EGFP: -0.11; Dynein transport nuclear GR-EGFP: -0.33; Dynein transport cell count: 1.2; Ins promoter up cell count: 1660; bCat nuc transl cell count 5 µM: 1367; MT stabilize HCS Hoechst-high %: 3.3; MT stabilize HCS cytotoxicity %: 11; Autophagy mod cell loss 18 h: 15

Results for COc1ccc(CCNC(=S)NC(=O)c2ccccc2)cc1C ?
HIV fusion peptide: -0.1%; bCat nuc transl: -0.4; Dynein transport: 0.29; Yfh1-off respiration: inactive; AID2073: -13%; Ins promoter up: -0.46; Dynein transport cytoplasmic EGFP: -0.24; Dynein transport nuclear GR-EGFP: 0.057; Dynein transport cell count: 0.0033; Ins promoter up cell count: 1068; bCat nuc transl cell count 5 µM: 1245

What do the screens show for `Cc1cc(NC(=O)CSc2n[nH]c(-c3cccs3)n2)no1`?
WT yeast gro inh: 5; HIV fusion peptide: -1.3%; bCat nuc transl: -3.5; Dynein transport: 0.79; MT stabilize HCS: 2.3; Autophagy mod: inactive; Yfh1-off respiration: inactive; AID2073: 1%; Ins promoter up: 0.2; WT yeast gro inh mutant strain: 14; Dynein transport cytoplasmic EGFP: -0.19; Dynein transport nuclear GR-EGFP: 1.4; Dynein transport cell count: -0.31; Ins promoter up cell count: 1639; bCat nuc transl cell count 5 µM: 1394; MT stabilize HCS Hoechst-high %: 2.0; MT stabilize HCS cytotoxicity %: 5.4; Autophagy mod cell loss 18 h: 21

Results for O=C(Cn1c(=S)[nH]c2ccccc2c1=O)N1CCN(c2ccc(F)cc2)CC1 ?
WT yeast gro inh: -2; HIV fusion peptide: -1.2%; bCat nuc transl: -1.1; Dynein transport: 1.2; MT stabilize HCS: 2.3; Autophagy mod: inactive; Yfh1-off respiration: inactive; AID2073: -21%; Ins promoter up: -0.23; WT yeast gro inh mutant strain: 13; Dynein transport cytoplasmic EGFP: -0.22; Dynein transport nuclear GR-EGFP: 0.18; Dynein transport cell count: 0.22; Ins promoter up cell count: 1168; bCat nuc transl cell count 5 µM: 1090; MT stabilize HCS Hoechst-high %: 2.4; MT stabilize HCS cytotoxicity %: 8.3; Autophagy mod cell loss 18 h: -5

Results for COc1ccc(OC)c(NC(=O)C2CCC(CNc3c(N4CCOCC4)c(=O)c3=O)CC2)c1 (stereo not drawn) ?
HIV fusion peptide: -2.6%; bCat nuc transl: -1.0; Dynein transport: 1.3; Yfh1-off respiration: inactive; AID2073: -1%; Ins promoter up: -0.01; Dynein transport cytoplasmic EGFP: -0.12; Dynein transport nuclear GR-EGFP: 1.1; Dynein transport cell count: -2.1; Ins promoter up cell count: 980; bCat nuc transl cell count 5 µM: 1321

How did CC(Oc1ccc(Br)cc1)C(=O)Nn1c(=S)[nH]c2ncccc2c1=O (stereo not drawn) do in these assays?
WT yeast gro inh: -27; HIV fusion peptide: 5.5%; bCat nuc transl: -0.6; Dynein transport: 1.1; MT stabilize HCS: 3.7; Autophagy mod: inactive; Yfh1-off respiration: inactive; AID2073: 4%; Ins promoter up: -0.23; WT yeast gro inh mutant strain: -22; Dynein transport cytoplasmic EGFP: -0.061; Dynein transport nuclear GR-EGFP: 0.83; Dynein transport cell count: -1.1; Ins promoter up cell count: 1492; bCat nuc transl cell count 5 µM: 1117; MT stabilize HCS Hoechst-high %: 2.9; MT stabilize HCS cytotoxicity %: 15; Autophagy mod cell loss 18 h: 3

Results for CN(CCC1CCOCC1)C(=O)CC1C(=O)NCCN1C/C=C/c1ccccc1 (stereo not drawn) ?
WT yeast gro inh: -8; HIV fusion peptide: 0.4%; bCat nuc transl: -0.1; Dynein transport: -0.1; MT stabilize HCS: 2.7; Autophagy mod: inactive; Yfh1-off respiration: inactive; AID2073: -2%; Ins promoter up: 0.16; WT yeast gro inh mutant strain: -8; Dynein transport cytoplasmic EGFP: -0.29; Dynein transport nuclear GR-EGFP: -0.052; Dynein transport cell count: 0.2; Ins promoter up cell count: 1398; bCat nuc transl cell count 5 µM: 1099; MT stabilize HCS Hoechst-high %: 1.9; MT stabilize HCS cytotoxicity %: 5.8; Autophagy mod cell loss 18 h: -7

How did COC(=O)CNC(=O)C(Cc1c[nH]c2ccccc12)NC(=O)OC(C)(C)C (stereo not drawn) do in these assays?
WT yeast gro inh: 24; HIV fusion peptide: -2.3%; bCat nuc transl: 1.9; Dynein transport: 3.8; MT stabilize HCS: 5.7; Autophagy mod: inactive; Yfh1-off respiration: inactive; AID2073: -6%; WT yeast gro inh mutant strain: -4; Dynein transport cytoplasmic EGFP: 0.18; Dynein transport nuclear GR-EGFP: 2.2; Dynein transport cell count: -1.3; bCat nuc transl cell count 5 µM: 1166; MT stabilize HCS Hoechst-high %: 2.9; MT stabilize HCS cytotoxicity %: 6.1; Autophagy mod cell loss 18 h: 12

How did COC(=O)C1=C(C)NC(C)=C(C(=O)OC)C1C(=O)OCC(=O)Nc1ccc(C(C)=O)cc1 do in these assays?
WT yeast gro inh: 8; HIV fusion peptide: -1.1%; bCat nuc transl: 4.9; Dynein transport: 3.3; MT stabilize HCS: 4.3; Autophagy mod: inactive; Yfh1-off respiration: inactive; AID2073: 8%; Ins promoter up: -0.04; WT yeast gro inh mutant strain: 7; Dynein transport cytoplasmic EGFP: -0.14; Dynein transport nuclear GR-EGFP: 1.9; Dynein transport cell count: -1; Ins promoter up cell count: 1523; bCat nuc transl cell count 5 µM: 956; MT stabilize HCS Hoechst-high %: 1.2; MT stabilize HCS cytotoxicity %: 9.7; Autophagy mod cell loss 18 h: 20

How did O=C(N/N=C1/CCS(=O)(=O)c2ccc(F)cc21)c1ccccn1 do in these assays?
WT yeast gro inh: -31; HIV fusion peptide: -0.9%; bCat nuc transl: 1.5; Dynein transport: -1.5; MT stabilize HCS: 4.6; Autophagy mod: inactive; Yfh1-off respiration: inactive; AID2073: 3%; Ins promoter up: 0.41; WT yeast gro inh mutant strain: -4; Dynein transport cytoplasmic EGFP: -0.23; Dynein transport nuclear GR-EGFP: -0.87; Dynein transport cell count: 1.1; Ins promoter up cell count: 1171; bCat nuc transl cell count 5 µM: 1076; MT stabilize HCS Hoechst-high %: 1.6; MT stabilize HCS cytotoxicity %: 12; Autophagy mod cell loss 18 h: 2

Results for COc1ccc(N=C2SCC(c3ccc([N+](=O)[O-])cc3)=NN2CCO)cc1 ?
HIV fusion peptide: -2.4%; bCat nuc transl: -3.8; Dynein transport: -0.79; Yfh1-off respiration: inactive; AID2073: -7%; Ins promoter up: -0.06; Dynein transport cytoplasmic EGFP: -0.23; Dynein transport nuclear GR-EGFP: -0.44; Dynein transport cell count: -0.24; Ins promoter up cell count: 1307; bCat nuc transl cell count 5 µM: 1129

Results for O=C(CSc1nc2ccccc2o1)NC(=O)NCc1ccccc1 ?
WT yeast gro inh: -5; HIV fusion peptide: -2.8%; bCat nuc transl: 0.3; Dynein transport: -0.28; MT stabilize HCS: 2.0; Autophagy mod: inactive; Yfh1-off respiration: inactive; AID2073: 8%; Ins promoter up: 0.2; WT yeast gro inh mutant strain: -33; Dynein transport cytoplasmic EGFP: -0.23; Dynein transport nuclear GR-EGFP: -0.84; Dynein transport cell count: 0.26; Ins promoter up cell count: 1547; bCat nuc transl cell count 5 µM: 1374; MT stabilize HCS Hoechst-high %: 1.4; MT stabilize HCS cytotoxicity %: 9.9; Autophagy mod cell loss 18 h: 0
